# TrxR1 substrate: rat thioredoxin reductase 1 substrate activity; purified TrxR1 substrate turnover, NADPH consumption readout; O89049; Potency, µM (doses to about 114 µM), inactives show top-dose activity change, negative = substrate turnover; 390,000 compounds, 0.01% hits; also: nearly all actives have a fitted effect of over 50% in size
# Target sequence (O89049 whole entry, looked up): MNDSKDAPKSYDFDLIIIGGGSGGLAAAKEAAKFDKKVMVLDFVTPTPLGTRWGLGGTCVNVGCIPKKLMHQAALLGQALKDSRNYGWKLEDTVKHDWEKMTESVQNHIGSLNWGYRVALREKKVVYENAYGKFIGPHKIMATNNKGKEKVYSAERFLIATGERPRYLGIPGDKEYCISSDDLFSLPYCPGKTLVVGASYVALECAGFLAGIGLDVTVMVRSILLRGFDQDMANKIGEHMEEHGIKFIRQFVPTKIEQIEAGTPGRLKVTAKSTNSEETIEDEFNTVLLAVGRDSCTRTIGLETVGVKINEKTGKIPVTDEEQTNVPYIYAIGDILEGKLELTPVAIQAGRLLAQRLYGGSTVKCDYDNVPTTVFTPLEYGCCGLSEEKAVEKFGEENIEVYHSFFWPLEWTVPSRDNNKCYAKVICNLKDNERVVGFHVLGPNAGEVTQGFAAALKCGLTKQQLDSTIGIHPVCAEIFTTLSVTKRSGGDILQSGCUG
#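 Rat TrxR1, dispensed at 90 nM, was prereduced with 400 uM NADPH (final) for 5 min at ~22 deg C, then incubated with compound 15 min before 400 uM selenite. A first-read NADPH fluorescence drop versus no-compound background flagged substrates.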
# TrxR1 inh: blocks rat thioredoxin reductase 1 | recombinant rTrxR1, NADPH fluorescence consumption, selenite substrate | Potency, µM (series often up to 114 µM), without a hit: top-dose activity change, negative = inhibition, actives largely listed as inhibitors | 390,000 compounds, 1% hits | AID 588453; also: nearly all actives have a fitted effect of over 65% in size
#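 Rat TrxR1 (90 nM in the dispensed reagent) was pre-reduced with 400 uM NADPH for 5 min at room temperature, then incubated with compound for 15 min. After 400 uM selenite was added, NADPH fluorescence (Ex 340/Em 450 nm) was followed for 8 min.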
# Numbers without * were called inactive; ? = inconclusive; [ ] = dose if it differs, or a comment. Calls follow the shape of the dose curve; as a rule, active = well fitted inhibition curve with a large enough effect; inconclusive = small, poorly fitted or top-dose-only effect; inactive = no such curve, though single readings can be large or run the other way. % is scaled to controls: 0 for no effect and ±100 for the full control effect; potency is read from the fitted curve at half-maximal effect.
no.	Molecule	TrxR1 substrate	TrxR1 inh
1	Cc1cc(C(Br)(Br)Br)nc2ccccc12	5%	3.2µM*
2	CN(C)c1ccc(/C=C/c2ccc3ccccc3[n+]2[O-])cc1	-12%	31%[0.0914 µM]
3	O=C(Nc1ccccc1F)c1cnn2c1NC(=C1CC1)C=C2C(F)F	1%	11%
4	Cc1cc2ccccc2c[n+]1C1CCCCC1	9%	-2%
5	COc1cc(N)c(N)cc1OC	7%	12%
6	COC(C(=O)C(O)C(C)O)C1Cc2cc3cc(OC4CC(OC5CC(O)C(O)C(C)O5)C(O)C(C)O4)c(C)c(O)c3c(O)c2C(=O)C1OC1CC(OC2CC(OC3CC(C)(O)C(O)C(C)O3)C(O)C(C)O2)C(O)C(C)O1 (stereo unspecified)	-11%	-23%
7	CN(C)c1ccc(/C=C2/CCc3ccccc32)cc1	-15%	-8%
8	O=C(C[n+]1cccc(Br)c1)c1cc(Cl)ccc1Cl	2%	11µM*
9	O=C(C[n+]1cccc2cccc(O)c21)c1ccccc1	-6%	4%
10	Cc1ccccc1-n1c(C)nnc1SC(C)C(=O)NCc1ccco1 (stereo unspecified)	2%	7%
11	Cc1cnc2c(C)ccc(C)c2c1/C=C/c1ccc(N(C)C)cc1	-10%	-3%
12	Cc1sc2ccccc2[n+]1CCCCBr	5%	179%[activator]
13	C1=Nc2ccccc2/C1=C/c1ccccc1	17%	32%
14	Cc1cc(/C=C/c2ccnc3ccccc23)ccc1N(C)C	-11%	-8%
15	COC(=O)c1ccc(NC(=O)c2nc(SCc3ccccc3F)ncc2Cl)cc1	7%[0.0914 µM]	8%[0.0914 µM]
16	C[N+]1(CC(=O)c2ccc(I)cc2)CCCc2ccccc21 (stereo unspecified)	-4%	2%
17	C[N+]1(CC(=O)c2c3ccccc3cc3ccccc23)CCOCC1	5%[0.0914 µM]	6%
18	CC(C)(C)c1ccc(C(=O)C[n+]2cccc3cc(Cl)ccc32)cc1	-6%	6%
19	O=C(C[n+]1ccncc1)c1ccc2ccccc2c1	3%	-9%
20	CCCCCCCCCCCC[n+]1ccc(/C=C/c2c[nH]c3ccccc23)c2ccccc21	6%	-13%
21	Cc1ccc(S(=O)(=O)NNC(=O)c2ccc(C(=O)N(c3ccccc3)c3ccccc3)cc2)cc1	3%	2%
22	COC(=O)C[C@H]1c2cc(F)ccc2S(=O)(=O)N1C1CC1	3%	11%
23	CN(C)c1ccc(/C=C2\C=Cc3ccccc32)cc1F	-4%	-2%
24	CC(C)(C)CC(C)(C)N=C1Nc2ccc(Cl)cc2N[C@]12C[C@H]1CCCC(=O)N3CC[C@@H](C2)[C@@H]13	-3%	-7%
25	COc1cc2nc(N3CCCN(C)CC3)nc(N3CCN(C)CC3)c2cc1OC	277%[activator]	22%
26	O=[N+]([O-])c1ccc(/C=C2\C=Cc3ccccc32)cc1	7%	36%[activator]
27	COc1ccc(CCC(=O)O)cc1	5%	5%
28	COc1cc(OC)c(/C=C/c2cc3c4ccccc4ccc3[n+](C)c2)c(OC)c1	247%[activator]	-17%
29	O=C(COc1ccccc1C(=O)OCC(=O)Nc1cccc2ccccc12)Nc1ccc(Br)cc1	-5%	3%
30	O=C1CCc2cc(-c3csc(-c4ccc(O)cc4)n3)ccc2N1	3%	13%
31	C[C@@H]1[C@H](c2ccccc2)OCCS(=O)(=O)N1Cc1ccc(F)cc1	-1%	8%
32	COc1cc2c(NC3CCN(C)CC3)nc(N3CCCN(C)CC3)nc2cc1O	27%	12%
33	Nc1nc(N)c2c(OCc3ccc(C(F)(F)F)cc3)cccc2n1	20%	0%
34	CN(C)c1ccc(/C=C/C=C/c2ccnc3ccccc23)cc1	-10%	-13%
35	Cc1cc(O)cc2c1O[C@](C)(CCC(=O)O)CC2	0%	-2%
36	Cc1ccc(Cn2cnc3c(cnn3C(C)(C)C)c2=O)cc1F	-3%	17%
37	C=CC[C@H](c1ccc(F)cc1)N(CC(C)C)S(=O)(=O)C=C	-8%	0%
38	C[n+]1ccc(/C=C/c2ccc(C=S)cc2)c2ccccc21	-9%	-35%
39	CC(C)(C)n1ncc2c(=O)n(Cc3ccccc3C#N)cnc21	4%	17%[57.1 µM]
40	CN(C)c1ccc(/C=C/c2ccnc3cc(Cl)ccc23)cc1	-3%[0.0914 µM]	-11%
41	CN(C)c1ccc(/C=C/c2ccnc3c(O)ccc(O)c23)cc1	21%	18%
42	O=C(C[n+]1cccc(Br)c1)c1ccc(Br)cc1	5%	-16%
43	Nc1[nH]c(=S)nc2nnsc12	0%	-6%
44	Brc1ccc[n+](CCc2ccccc2)c1	-7%	7%
45	O=Cc1ccc(N2CCOCC2)cc1	-10%	-3%
46	Cc1ccnc2cc(Cl)cc(Cl)c12	-5%	-2%
47	COc1cc(OC)c(/C=C/c2ccc3ccccc3n2)c(OC)c1	-4%	-3%
48	COc1cc2nc(N3CCCN(C)CC3)nc(NC3CCN(C)C3)c2cc1OC (stereo unspecified)	62%[activator]	-13%
49	Brc1cc(Br)c[n+](CCc2ccccc2)c1	3%	5%
50	CN(C)c1ccc(C(I)C(I)c2ccnc3ccccc23)cc1 (stereo unspecified)	2%	?
51	Cc1[nH]c2ccccc2c1/C=C/c1c[nH]c2ccccc12	5%	-12%
52	O=C(O)C#CC(=O)O	8%	27%
53	C=C[C@@H]1c2cc(C)ccc2N(S(=O)(=O)c2ccc(C)cc2)[C@H](c2ccc(C(=O)OC)cc2)C1(C#N)C#N	8%	22%
54	COc1ccc2[nH]c(C)c(C(=O)CNc3nccs3)c2c1	2%	0%
55	COc1cc2nc(N3CCCN(C)CC3)nc(N(C)C)c2cc1OC	-4%	-32%
56	COc1ccc(CCC(=O)NO)cc1	-4%	9%
57	Cc1cc(C)c2nccc(/C=C/c3ccc(N(C)C)cc3)c2c1	0%	11%
58	COc1cc(/C=c2\[nH]c(=O)/c(=C/c3cc(OC)c(OC)c(OC)c3)[nH]c2=O)cc(OC)c1OC	3%	15%
59	C(=C\c1nc2ccccc2nc1/C=C/c1ccc2c(c1)OCO2)/c1ccc2c(c1)OCO2	0%	4%
60	CCCN(CCC)c1ccc(/C=C/c2ccnc3ccccc23)cc1	-6%	26%

# Three entries already listed, sorted by count of non-hydrogen atoms, largest number first.
no.	Molecule	TrxR1 substrate	TrxR1 inh
60	CCCN(CCC)c1ccc(/C=C/c2ccnc3ccccc23)cc1	-6%	26%
49	Brc1cc(Br)c[n+](CCc2ccccc2)c1	3%	5%
52	O=C(O)C#CC(=O)O	8%	27%

# Going on with the list:
no.	Molecule	TrxR1 substrate	TrxR1 inh
61	C[N+]1(CC(=O)c2ccc(Cl)c(Cl)c2)CCOCC1	3%	19%
62	O=Cc1cc2ccccc2cc1O	5%	26%
63	CN(C)c1ccc(-c2c3ccccc3nc3ccccc23)cc1	2%	4%
64	CC1(C)CC(=O)c2cc(C(=O)NCc3ccccc3)c(=O)[nH]c2C1	-7%	9%
65	COc1cc(OC)c(OC)cc1/C=C1\C=Cc2ccccc21	6%[0.0914 µM]	-6%
66	Cc1ccc2c(/C=C/c3ccc(N(C)C)cc3)c(C)cnc2c1	-4%	3%
67	CCOC(=O)Nc1ccc(/C=C/c2ccnc3ccccc23)cc1	3%	12%[0.0914 µM]
68	CC[N+](C)(C)c1ccc(/C=C/c2ccc3ccccc3n2)cc1	-6%	-10%
69	CN(C)c1ccc(/C=C/c2c3c(nc4ccccc24)CCCC3)cc1	-3%	5%
70	CC(=O)C[C@H]1c2cc(F)cc(F)c2S(=O)(=O)N1C1CCN(Cc2ccccc2)CC1	2%	2%
71	COc1ccc(C(=O)NC(c2ccc(OC)c(OC)c2)c2cc(Cl)c3cccnc3c2O)cc1 (stereo unspecified)	-9%	-23%
72	C=CCN1CC[C@@H](O)C(=C)S1(=O)=O	-2%	8%
73	Cc1cc2c(cc1C)N[C@]1(C[C@H]3CCCC(=O)N4CC[C@@H](C1)[C@@H]34)C(=NCc1ccccc1)N2	5%	13%
74	Cc1ccccc1CN1[C@H](C)[C@H](c2ccccc2)OCCS1(=O)=O	6%	27%
75	COc1ccccc1CN(C)CC(=O)c1c(C)[nH]c2ccccc12	-4%	?
76	O=C([C@@H]1CC=C[C@@H]2CCN(C3CCCCC3)C(=O)[C@@H]21)N1CCOCC1	-1%	4%
77	C=C1C=C(C)n2ncc(C(=O)N(CCc3ccccc3)Cc3ccccc3)c2N1	12%	13%
78	CC(C)C(=O)Nc1ccc(/C=C2\C=Cc3ccccc32)cc1	5%[0.0914 µM]	-19%
79	O=C(Nc1ccc(F)c(F)c1)c1cnn2c1NC(=C1CC1)C=C2C(F)(F)F	-6%	0%
80	CC[N+]1(CC(=O)c2ccc(I)cc2)CCCCC1	5%	10%
81	O=C(Cc1ccccc1Cl)NO	0%	6%
82	Cc1ccc(NC(=O)c2cnn3c2NC(=C2CC2)C=C3C(F)F)cc1C	4%	16%
83	Cc1sc2ccccc2[n+]1CCc1ccccc1	-2%	10%
84	COc1cc2c(NC3CCN(C)CC3)nc(N3CCCN(C)CC3)nc2cc1OCCCCC(N)=O	62%[activator]	-18%
85	COc1cc(CN2c3ccc(Br)cc3C(=O)CS2(=O)=O)cc(OC)c1	-5%	?
86	CCN(CC)CC(=O)c1c(C)n(C)c2ccc(OC)cc12	3%	20%
87	Cc1cc[n+](C2CCCCC2)cc1	8%	17%
88	O=C(COC(=O)c1ccccc1OCCOc1ccccc1)Nc1ccccc1Br	-5%	-1%
89	COc1ccc(OC)c2c(/C=C/c3c(C)[nH]c4ccccc34)ccnc12	0%	4%
90	Cc1ccc(C)c2c(/C=C/c3ccc(N(C)C)cc3)ccnc12	-3%	-13%
91	CCOC(=O)/C=C1\CN(Cc2ccc(OC)cc2)S(=O)(=O)c2ccc(C(F)(F)F)cc21	-6%	25µM*
92	C=C1C=C(C(F)F)n2ncc(C(=O)NCCc3ccccc3OC)c2N1	-2%	2%
93	NCCCCCCNS(=O)(=O)c1cccc2ccccc12	-1%	13%
94	Cc1cc(Oc2ccccc2)nc(C#N)n1	3%	8%
95	COC(=O)c1ccccc1NC(=O)COc1ccccc1C(=O)Nc1ccccc1	3%	30%
96	c1ccc2nccnc2c1	-4%	?
97	[O-][N+]12CCCc3cccc(c31)CCC2	11%	2%
98	CSc1ccc(/C=C2\C=Cc3ccccc32)cc1	2%	10%
99	Cc1cc(/C=C/c2c(C)cnc3ccccc23)ccc1N(C)C	1%	-10%
100	O=C1C[C@H]2C=CCc3cccc(c32)CN1Cc1ccc(Cl)cc1	-3%	15%
101	COc1ccc(CN2[C@@H](CC(=O)O)c3ccc(C(F)(F)F)cc3S2(=O)=O)cc1	-2%	5%
102	O=Cc1ccnc2ccccc12	-4%	6%
103	C=C1C=C(C(F)F)n2ncc(C(=O)N3CCCCC3)c2N1	-1%	3%
104	CN(C)c1ccc(/C=C/c2sc3ccccc3[n+]2Cc2ccccc2)cc1	-2%	-7%
105	CCCCCCCCCCCCCCCC[n+]1ccc(C)cc1	-10%	-29%
106	Cc1ccccc1NC(=O)c1nc(SCc2ccccc2F)ncc1Cl	3%	6%
107	Brc1cccc[n+]1Cc1ccc(C[n+]2ccccc2Br)cc1	3%[0.0914 µM]	20%[0.0914 µM]
108	CN(C)c1ccc(/C=C/c2cc3ccccc3cn2)cc1	-8%	-15%
109	OC(Br)C(O)C(O)N1CCCc2ccccc21 (stereo unspecified)	2%	2%
110	O=C(NC1CCCc2ccccc21)c1cnn2c1NC(=C1CC1)C=C2C(F)F (stereo unspecified)	1%	26%
111	COc1ccc(CCn2c(=S)[nH]c(=O)c3cccnc32)cc1OC	-4%	-16%
112	CN(C)c1c(Cl)cc(/C=C2\C=Cc3ccccc32)cc1Cl	9%[0.0914 µM]	-8%
113	Cc1cccc(OCC(=O)Nc2ccc(O)c(-c3nc4ccccc4o3)c2)c1	6%[0.0914 µM]	15%
114	C[N+]1(CC(=O)c2ccc(Cl)cc2)CCOCC1	5%	3%
115	CC(=O)N/C(=C/c1ccccc1)c1sc2ccccc2[n+]1CCCCI	-5%	45µM*
116	COc1cc(OC)c(OC)cc1/C=C/c1ccc2ccccc2n1	5%[0.0914 µM]	-26%
117	COc1ccc(/C=c2\[nH]c(=O)/c(=C/c3ccc(OC)c(OC)c3)[nH]c2=O)cc1OC	-4%	11%
118	CC(C)N(c1ccc(C=O)cc1)C(C)C	-11%	-11%
119	C[N+]1(CC(=O)c2ccccc2)CCc2ccccc2C1 (stereo unspecified)	7%	13%
120	COc1cc2nc(CCNCc3ccccc3)nc(NC3CCN(C)CC3)c2cc1OC	-4%	?
121	CN(C)c1ccc(/C=C/c2ccnc3ccccc23)cc1O	-5%	-9%
122	CC(=O)c1ccc(NC(=O)c2cnn3c2NC(=C2CC2)C=C3C(F)F)cc1	17%	6%

# Compound profiles, from the list above:
# Profile of `Brc1cccc[n+]1Cc1ccc(C[n+]2ccccc2Br)cc1` → TrxR1 substrate: 3%[0.0914 µM]; TrxR1 inh: 20%[0.0914 µM]
# Profile of `CN(C)c1ccc(/C=C/c2cc3ccccc3cn2)cc1` → TrxR1 substrate: -8%; TrxR1 inh: -15%

# High-throughput results from PubChem.

# An excerpt; rates above refer to the full screens.
